Myeloid diff MLP = myeloid differentiation induction; ER-HoxA9 myeloid progenitors, lysozyme-GFP differentiation, flow cytometry; calls only at 10 µM; hit rate 1% among 360,000; AID 624256;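 active = normalized GFP-positive differentiation at or above the plate's own cutoff, the solvent-only control mean plus 3 SD; inconclusive = no clear call, values can overlap the other calls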;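 note: cells exposed to compound for four days before flow analysis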
Dengue-2 NS5 capping = flavivirus cap methylation enzyme inhibition – biochemical, confirmation dose response, primary screen (AID 588689) | hit rate 0.3% among 340,000 | Dengue-2 NS5 methyltransferase capping enzyme assay, biochemical; higher % means a stronger effect | one-dose inhibition, % at 25 µM; IC50 in µM for titrated hits; in the data active = a potency from the dose series; inconclusive = inhibition above about 29% without an active follow-up result
Dengue-2 NS5 capping pilot replicate = further read-out of Dengue-2 NS5 capping, marked with its call; inhibition, %; measured here: pilot screen replicate inhibition
Myeloid diff MLP GFP+ MAC1+ % = further read-out of Myeloid diff MLP, marked with its call; GFP+ MAC1+ double positive, %; measured here: differentiation confirmed by MAC1 staining
* hit, by the source's call; i = inactive; ? = inconclusive; . = not tested or not shown. This is a subset; rates above refer to the full screens.

SMILES | Myeloid diff MLP | Myeloid diff MLP GFP+ MAC1+ % | Dengue-2 NS5 capping | others
CCc1nc2ccc(C(=O)N(C)CC(=O)Nc3cccc(F)c3)cc2nc1CC | i | 0.9 | 0.4%
Cc1cc(C)n(CC(=O)NNC(=O)COc2ccc(Br)cc2F)n1 | i | 0.7 | -13.7%
Cc1cccc(NC(=O)CNC(=O)CN2C(=O)NC(C)(CCC(C)C)C2=O)c1C (stereo unspecified) | i | 0.2 | -5.8%
COc1cccc(-c2c(-c3cc(OC)cc(OC)c3)n(C)c3ccc(Br)cc23)c1 | i | 0.6 | -4.0%
Cc1onc(-c2ccccc2)c1C(=O)NN1CCOCC1 | i | 0.9 | 1.5%
O=S1(=O)CCN(CCCCc2ccccc2)CC1 | i | 1.3 | -1.1%
CCCCCN(C(=O)CCC(=O)OCc1cccc(F)c1)c1c(N)n(CCCC)c(=O)[nH]c1=O | i | 0.4 | 2.2%
Cc1ccc(NC(=O)CSc2nc(=O)n(CCCN3CCOCC3)c3c2CCCC3)cc1 | i | 1.0 | -4.4%
COc1ccc(SC[C@H](Cc2ccccc2)N2CC[C@@H](O)CCC2=O)cc1 | i | 1.8 | -4.8%
O=c1cc(-c2ccccc2)oc2ccc(Br)cc12 | i | 1.6 | -7.1%
Cc1ccc(CN2CC(=O)N3[C@H]4c5ccccc5OC[C@@H]4[C@H](c4ccccc4)[C@]3(C)C2=O)cc1 | i | 0.7 | -19.8%
O=C(COc1ccc(F)cc1)c1ccc2c(c1)CCCC2 | i | 0.8 | 5.9%
C/C(=N\NC(=O)c1cccc(S(=O)(=O)Nc2ccc(C)cc2C)c1)c1ccncc1 | i | 0.8 | -6.6%
Cc1cccc(C)c1NC(=O)c1ccc(N2CCCC2=O)cc1 | i | 0.4 | -3.7%
Cc1cccc(C)c1NC(=O)COC(=O)CN1C(=O)C2CCCCC2C1=O (stereo unspecified) | i | 0.2 | -0.7%
Cc1ccc(NC(=O)COc2ccc(Cl)cc2Cl)cc1S(=O)(=O)N1CCOCC1 | i | 0.2 | 1.4%
CN1CCC(N(C)S(=O)(=O)c2ccc(NC(=O)Cc3ccc(F)cc3)cc2)CC1 | i | 0.2 | 1.5%
O=C(NNC(=O)c1cccc2ccccc12)c1ccc(Br)cc1 | i | 1.4 | 0.8%
O=C(COC(=O)CC1SC(N2CCCC2)=NC1=O)Nc1c(F)c(F)c(F)c(F)c1F (stereo unspecified) | i | 0.9 | -8.8%
C[C@H](CO)N1C[C@H](C)[C@@H](CN(C)S(=O)(=O)c2cn(C)cn2)Oc2c(NC(=O)Nc3ccc(C(F)(F)F)cc3)cccc2C1=O | i | 0.8 | -6.3%
CC(NCCN(C)C)C1CCC2C3CCc4cc(O)ccc4C3CCC12C (stereo unspecified) | ? | . | -5.7%
CC1CCCC(NC(=O)COC(=O)c2ccc3ncsc3c2)C1C (stereo unspecified) | i | 1.6 | 8.2%
C[C@@H]1CN([C@H](C)CO)C(=O)c2c(c3ccccc3n2C)-c2ccccc2CO[C@H]1CN(C)C(=O)Nc1ccccc1 | i | 0.6 | -6.4%
CCOc1ccc(NS(=O)(=O)c2cc(C(=O)N3CCCC3)ccc2Cl)cc1 | i | 0.4 | 7.9%
O=C(CN1C(=O)CSc2ccc(S(=O)(=O)N3CCOCC3)cc21)NCCc1ccccc1 | i | 0.3 | -0.6%

Two successive compounds already listed:
SMILES | Myeloid diff MLP | Myeloid diff MLP GFP+ MAC1+ % | Dengue-2 NS5 capping | others
Cc1cccc(C)c1NC(=O)c1ccc(N2CCCC2=O)cc1 | i | 0.4 | -3.7%
Cc1cccc(C)c1NC(=O)COC(=O)CN1C(=O)C2CCCCC2C1=O (stereo unspecified) | i | 0.2 | -0.7%

Nothing new here: entries from further up.
SMILES | Myeloid diff MLP | Myeloid diff MLP GFP+ MAC1+ % | Dengue-2 NS5 capping | others
Cc1ccc(NC(=O)CSc2nc(=O)n(CCCN3CCOCC3)c3c2CCCC3)cc1 | i | 1.0 | -4.4%
COc1ccc(SC[C@H](Cc2ccccc2)N2CC[C@@H](O)CCC2=O)cc1 | i | 1.8 | -4.8%
O=c1cc(-c2ccccc2)oc2ccc(Br)cc12 | i | 1.6 | -7.1%
Cc1ccc(CN2CC(=O)N3[C@H]4c5ccccc5OC[C@@H]4[C@H](c4ccccc4)[C@]3(C)C2=O)cc1 | i | 0.7 | -19.8%
O=C(COc1ccc(F)cc1)c1ccc2c(c1)CCCC2 | i | 0.8 | 5.9%
C/C(=N\NC(=O)c1cccc(S(=O)(=O)Nc2ccc(C)cc2C)c1)c1ccncc1 | i | 0.8 | -6.6%
Cc1cccc(C)c1NC(=O)c1ccc(N2CCCC2=O)cc1 | i | 0.4 | -3.7%
Cc1cccc(C)c1NC(=O)COC(=O)CN1C(=O)C2CCCCC2C1=O (stereo unspecified) | i | 0.2 | -0.7%
Cc1ccc(NC(=O)COc2ccc(Cl)cc2Cl)cc1S(=O)(=O)N1CCOCC1 | i | 0.2 | 1.4%
CN1CCC(N(C)S(=O)(=O)c2ccc(NC(=O)Cc3ccc(F)cc3)cc2)CC1 | i | 0.2 | 1.5%
O=C(NNC(=O)c1cccc2ccccc12)c1ccc(Br)cc1 | i | 1.4 | 0.8%
O=C(COC(=O)CC1SC(N2CCCC2)=NC1=O)Nc1c(F)c(F)c(F)c(F)c1F (stereo unspecified) | i | 0.9 | -8.8%
C[C@H](CO)N1C[C@H](C)[C@@H](CN(C)S(=O)(=O)c2cn(C)cn2)Oc2c(NC(=O)Nc3ccc(C(F)(F)F)cc3)cccc2C1=O | i | 0.8 | -6.3%
CC(NCCN(C)C)C1CCC2C3CCc4cc(O)ccc4C3CCC12C (stereo unspecified) | ? | . | -5.7%
CC1CCCC(NC(=O)COC(=O)c2ccc3ncsc3c2)C1C (stereo unspecified) | i | 1.6 | 8.2%
C[C@@H]1CN([C@H](C)CO)C(=O)c2c(c3ccccc3n2C)-c2ccccc2CO[C@H]1CN(C)C(=O)Nc1ccccc1 | i | 0.6 | -6.4%
CCOc1ccc(NS(=O)(=O)c2cc(C(=O)N3CCCC3)ccc2Cl)cc1 | i | 0.4 | 7.9%

Next structures.
SMILES | Myeloid diff MLP | Myeloid diff MLP GFP+ MAC1+ % | Dengue-2 NS5 capping | others
CCOC(=O)C1=C(COC(=O)/C=C/c2cccc(F)c2)NC(=O)NC1C (stereo unspecified) | i | 0.2 | 6.4%
CN(c1ccc(F)cc1)S(=O)(=O)c1ccc(Cl)c(C(=O)Nc2ccncc2)c1 | i | 1.6 | -3.7%
CC1CCCCC12NC(=O)N(CC(=O)NCCc1ccccc1)C2=O (stereo unspecified) | i | 0.8 | 2.4%
O=C1NC(=O)C(c2ccccc2)(c2ccc(O)cc2)N1 (stereo unspecified) | i | 0.6 | 1.8%
CCCn1cnc2c(SCc3ccccc3)nc(N)nc21 | i | 1.0 | 5.6%
CCC(C(=O)OCC(=O)N1CCN(S(=O)(=O)c2ccc(C)cc2C)CC1)c1ccccc1 (stereo unspecified) | i | 1.0 | -4.4%
Cc1ccc(C)c(S(=O)(=O)N2CCN(C(=O)c3ccc(OCc4c(C)noc4C)cc3)CC2)c1 | i | 0.5 | 1.4%
NC(N)=Nc1ccc(C=C2C=Cc3ccccc32)cc1 | i | 0.7 | -2.4%
CCOc1ccc(NC(=O)CN(C)C(=O)c2sccc2-c2ccccc2)cc1OCC | i | 0.8 | -1.4%
O=C(c1ccc(-c2ccc([N+](=O)[O-])cc2)o1)N1CCN(S(=O)(=O)c2cccs2)CC1 | i | 0.2 | 0.0%
[O-][n+]1ccccc1/C=C/c1ccccc1 | i | 0.2 | -5.4%
COc1ccc(NC(=O)CSc2nc3[nH]ncc3c(=O)[nH]2)c(OC)c1 | i | 0.6 | -6.5%
C#CCOCCOCCOCCNc1nc(N2CCN(C(=O)CCCCCCCCCCNC(=O)Cn3cc(C[C@@H](C)O)nn3)CC2)nc(N2CCN(C(=O)CCCCCCCCCCNC(=O)Cn3cc(C[C@@H](C)O)nn3)CC2)n1 | i | 0.9 | -10.6%
CCOC(=O)[C@@H]1[C@H]2COc3ccccc3[C@@H]2N2C(=O)N(c3ccc(F)cc3)C(=O)[C@]12C | i | 1.0 | -10.2%
Cc1cc(O)c(Sc2ncn[nH]2)cc1NS(=O)(=O)c1ccc(Cl)cc1 | i | 2.8 | -0.7%
CCC/C(=C1/c2ccccc2C(=O)N1c1ccccc1)c1ccc2[nH]ccc2c1 | i | 3.2 | -3.2%
C[C@H]1Cn2cnc(C(=O)NCC(=O)OC(C)(C)C)c2C(=O)N1 | i | 0.8 | 11.6%
COc1ccc(NC(=O)CNC(=O)C2CCCCC2)cc1OC | i | 1.9 | -7.7%
Cc1cc(OCC(=O)OCC(=O)Nc2cccnc2Cl)ccc1Cl | i | 0.4 | -1.5%
CC(C)(C)C(=O)OCOC(=O)[C@@H]1N2C(=O)[C@@H](N=CN3CCCCCC3)[C@H]2SC1(C)C | i | 2.3 | -0.8%
CC1C(=O)N(Cc2cn(CCC3OCCO3)nn2)CCS(=O)(=O)N1Cc1ccc(-c2ccc(Cl)cc2)cc1 (stereo unspecified) | i | 1.7 | 2.3%
Cc1ccc(NC(=O)CN(C)C(=O)COC(=O)COc2ccc(C#N)cc2)cc1 | i | 1.1 | -5.1%
C=CCC[C@@H](Cc1ccc(F)cc1)C(=O)OC[C@@H](Cc1c[nH]c2ccccc12)NC(=O)[C@H](CC=C)CC(=O)N[C@H](CO)Cc1ccccc1 | i | 1.2 | -3.5%
Cn1c(=O)c2c(nc(CCc3ccccc3)n2C)n(C)c1=O | i | 0.5 | -3.9%
Cc1cc(C)c(S(=O)(=O)N2CCCCC2CCNC(=O)C(=O)NCc2ccco2)c(C)c1 (stereo unspecified) | i | 0.5 | -1.5%

Going on with the list:
SMILES | Myeloid diff MLP | Myeloid diff MLP GFP+ MAC1+ % | Dengue-2 NS5 capping | others
CCC(=O)c1ccc(OCC(=O)NCCCN2CCOCC2)cc1 | i | 0.1 | -5.8%
NC(=O)N/N=C/c1ccc(-c2ccc(S(=O)(=O)Nc3ncccn3)cc2)o1 | i | 0.2 | -2.9%
CC1(c2ccc([N+](=O)[O-])cc2)NC(=O)N(CC(=O)c2ccc3c(c2)OCO3)C1=O (stereo unspecified) | i | 0.5 | -3.0%
Cc1ccc(C)c(NC(=O)CN(C)C(=O)c2cccc(N3C(=O)CCC3=O)c2)c1 | i | 1.7 | -6.5%
C[C@]12c3[nH]c4ccc(Cl)cc4c3CCN1C(=O)[C@@H](CC(=O)NCCN1CCOCC1)C[C@@H]2C(=O)N1CCCCC1 | i | 0.4 | 2.6%
Cc1ccc2c(c1)CO[C@@]21O[C@H](CCO)C[C@H](O)[C@H]1O | i | 0.8 | -3.5%
CCCCCCCCN1N=N[C@H]2[C@H]1[C@@H]1C[C@H]2N(C(=O)OC(C)(C)C)O1 | i | 4.9 | -1.6% | Dengue-2 NS5 capping pilot replicate=4.2
CC1CC(C)(C)CC2(C1)NC(=O)N(CC(=O)N1CCN(S(=O)(=O)c3ccc(F)c(F)c3F)CC1)C2=O (stereo unspecified) | i | 0.6 | -2.9%
C#CCOCCOCCOCCNc1nc(N2CCN(C(=O)[C@H](CCC(=O)O)n3cc([C@@H](N)[C@H](C)CC)nn3)CC2)nc(N2CCN(C(=O)[C@H](CCC(=O)O)n3cc([C@@H](N)CCSC)nn3)CC2)n1 | i | 1.1 | -9.6% | Dengue-2 NS5 capping pilot replicate=-5.1
O=C(CSc1ncn[nH]1)NNC(=O)c1ccccc1 | i | 0.7 | -0.7%
CCCNC(=O)C(Cc1cccc(C#N)c1)NC(=O)c1cccc([N+](=O)[O-])c1 (stereo unspecified) | i | 2.2 | 1.2%
Cc1ccc(S(=O)(=O)N2[C@@H](c3ccc(C(C)(C)C)cc3)C(C(=O)O)=CC[C@H]2c2cccc(Cl)c2)cc1 | i | 0.8 | 24.8% | Dengue-2 NS5 capping pilot replicate=5.4
CSCCC(NC(=O)c1ccc(C(C)(C)C)cc1)C(=O)OCC(=O)N1CCCC1=O (stereo unspecified) | i | 0.9 | -0.7%
CCN(C(=O)CSc1ncccn1)c1cccc2ccccc12 | i | 0.6 | 7.7%
O=C(NCCC(=O)N1CCN(S(=O)(=O)c2ccc(F)cc2)CC1)Nc1ccccc1 | i | 0.5 | -2.3%
Nc1ncccc1C(=O)OCC(=O)NC1CCCCCC1 | i | 0.4 | -8.4%
O=C(Cn1cnc2c(NCc3ccccc3)ncnc21)N1CCN(c2ccccn2)CC1 | i | 0.4 | 2.0% | Dengue-2 NS5 capping pilot replicate=2.7
FC(F)c1nc2nc(Cl)c(Cl)nc2[nH]1 | i | 0.4 | 1.1%
CCOc1ccccc1N1CC(C(=O)NNC(=O)c2cc(OC)c(OC)c(OC)c2)CC1=O (stereo unspecified) | i | 0.1 | -4.1%
CC1Cc2ccccc2N1S(=O)(=O)c1cccc(C(=O)N2Cc3ccccc3CC2C(N)=O)c1 (stereo unspecified) | i | 1.4 | 1.1%
CCN1CCN(c2ccc(NC(=O)COc3ccc(Cl)cc3C)cc2)CC1 | i | 0.5 | -2.2%
CCOc1ccc(S(=O)(=O)N2CCCCC2)cc1NC(=O)c1ccccc1 | i | 0.5 | -4.3%
CCN(CC(=O)Nc1c(F)cccc1F)C(=O)Cc1ccc2c(c1)CCC2 | i | 1.1 | -7.2%
O=C(O)c1cccc(S(=O)(=O)Nc2ccc(Cc3ccncc3)cc2)c1 | i | 1.0 | -10.8%
CNC(=O)C1CC(=O)N(c2ccc(OCC(=O)Nc3ccccc3C)cc2)C1 (stereo unspecified) | i | 0.7 | -1.4%
CC(=O)Nc1ccc(S(=O)(=O)N(C)CC(=O)OCC(=O)N2CCN(C(=O)c3ccco3)CC2)cc1 | i | 0.3 | -1.4%
O=C(CCCCC(=O)NN=Cc1ccccc1O)NN=Cc1ccccc1O | i | 0.5 | -0.8%
C[C@@H]1[C@H](c2ccccc2)Oc2ccc(Cl)cc2S(=O)(=O)N1CC1CCCN1C(=O)OC(C)(C)C (stereo partly specified) | i | 0.4 | -7.8%
